BioA inh = inhibitors of Mycobacterium tuberculosis BioA enzyme; inhibition, % at 9.99 µM; actives 0.096% (n = 360,000); purified M. tuberculosis BioA enzyme, plate reader; AID 602481; in the data active = inhibition above about 40%
Active calls of the source: *; & = joins results of further samples. Some of the compounds tested. The share of hits here may be higher or lower than overall.

SMILES	BioA inh
O=C(c1cccc(F)c1)N1CCCCN2[C@H](CO)[C@H](c3ccc(-c4cccnc4)cc3)[C@@H]2C1	-0.1
C[C@@H]1CCCCO[C@@H](CN(C)S(=O)(=O)c2cn(C)cn2)[C@@H](C)CN([C@@H](C)CO)C(=O)c2cc(NC(=O)c3ccccc3)ccc2O1	3.0
CO[C@H]1CN(C)C(=O)c2cc(NS(=O)(=O)c3ccc(Cl)cc3)ccc2OC[C@H](C)N(C)C[C@@H]1C	-0.5
C[C@@H]1CN([C@@H](C)CO)S(=O)(=O)c2ccc(/C=C/c3ccccc3)cc2O[C@@H]1CN(C)C(=O)c1ccc2c(c1)OCO2	-1.4
COc1ccccc1C#Cc1ccc([C@@H]2[C@@H](C#N)N(C(=O)C3CC3)[C@@H]2CO)cc1	-0.9
O=C(C[C@@H]1C[C@H]2c3cc(NC(=O)Nc4ccccc4)ccc3O[C@H]2[C@@H](CO)O1)NCc1ccccc1	-5.5
CC=Cc1ccc2n(c1=O)C[C@H]1[C@H](CO)[C@@H](C(=O)OC)[C@@H]2N1S(=O)(=O)c1ccccc1C (mixture of isomers)	-1.6
CC(C)NC(=O)Nc1cccc2c1O[C@@H](CN(C)C(=O)Nc1ccc(C(F)(F)F)cc1)[C@@H](C)CN([C@@H](C)CO)C2=O	2.6
C[C@H](C(=O)N(C)C[C@H]1OCc2ccccc2-c2ccccc2C(=O)N([C@@H](C)CO)C[C@@H]1C)c1ccccc1	-0.5
Cc1ccc(S(=O)(=O)N(C)C[C@H]2OCCCC[C@H](C)Oc3ccc(NS(=O)(=O)c4ccccc4)cc3C(=O)N([C@H](C)CO)C[C@@H]2C)cc1	-4.6
C/C=C/c1ccc2c(c1)O[C@@H](CN(C)C(=O)Nc1ccccc1)[C@@H](C)CN([C@H](C)CO)S2(=O)=O	29
Cn1cnc(S(=O)(=O)N2CC[C@@H]3[C@H]2c2cc(-c4ccc(F)cc4)ccc2N[C@@H]3CO)c1	0.5
CN1CCN(C(=O)C[C@@H]2CC[C@@H]3[C@H](COC[C@@H](O)CN3C(=O)Nc3ccc(Cl)cc3)O2)CC1	3.3
N#C[C@H]1[C@H](c2ccccc2)[C@H](CO)N1S(=O)(=O)c1ccc(F)cc1	0.8
O=C(C[C@H]1C[C@H]2c3cc(NC(=O)NC4CCCC4)ccc3O[C@H]2[C@H](CO)O1)NCc1ccc(Cl)cc1	-1.0
O=C(C[C@@H]1C[C@@H]2c3cc(NC(=O)C4CCOCC4)ccc3O[C@@H]2[C@H](CO)O1)NCc1ccccc1	0.1
O=C(CN1CCOCC1)N1CCCCN2[C@H](CO)[C@@H](c3ccc(-c4ccccc4F)cc3)[C@@H]2C1	-0.3
C[C@H](CO)N1C[C@H](C)[C@H](CN(C)C(=O)Nc2cccc3ccccc23)Oc2ccc(NC(=O)Cc3cn(C)c4ccccc34)cc2C1=O	-0.2
C[C@@H]1CN([C@H](C)CO)S(=O)(=O)c2ccc(C#CC3CC3)cc2O[C@H]1CN(C)C(=O)c1cccc(F)c1	1.8
CCC(=O)N[C@@H]1CC[C@H](CCNS(=O)(=O)c2ccc(Cl)cc2)O[C@@H]1CO	-0.9
C[C@H](CO)N1C[C@H](C)[C@H](CN(C)S(=O)(=O)c2ccccc2C#N)OCc2ccccc2-c2c(n(C)c3ccccc23)C1=O	-1.2
O=C(C[C@H]1C=C[C@H](NC(=O)C2CCOCC2)[C@@H](CO)O1)NCC1CC1	-1.6
C[C@H](CO)N1C[C@H](C)[C@H](CN(C)C(=O)NC2CCCCC2)Oc2ccc(NC(=O)c3ccncc3)cc2CC1=O	-0.5
C[C@H]1CN([C@@H](C)CO)C(=O)c2cccc(NS(=O)(=O)c3cn(C)cn3)c2O[C@H]1CN(C)C(=O)Nc1ccc2c(c1)OCO2	-0.8
CO[C@H]1O[C@H](CO)[C@@H](OC(=O)c2ccc(Br)cc2)[C@H](OC(=O)c2cc3ccccc3[nH]2)[C@H]1OC(=O)c1cc2ccccc2[nH]1	-3.1

Reformatted with bars between the fields: twelve of the compounds above.
molecule | BioA inh
O=C(c1cccc(F)c1)N1CCCCN2[C@H](CO)[C@H](c3ccc(-c4cccnc4)cc3)[C@@H]2C1 | -0.1
C[C@@H]1CCCCO[C@@H](CN(C)S(=O)(=O)c2cn(C)cn2)[C@@H](C)CN([C@@H](C)CO)C(=O)c2cc(NC(=O)c3ccccc3)ccc2O1 | 3.0
CO[C@H]1CN(C)C(=O)c2cc(NS(=O)(=O)c3ccc(Cl)cc3)ccc2OC[C@H](C)N(C)C[C@@H]1C | -0.5
C[C@@H]1CN([C@@H](C)CO)S(=O)(=O)c2ccc(/C=C/c3ccccc3)cc2O[C@@H]1CN(C)C(=O)c1ccc2c(c1)OCO2 | -1.4
COc1ccccc1C#Cc1ccc([C@@H]2[C@@H](C#N)N(C(=O)C3CC3)[C@@H]2CO)cc1 | -0.9
O=C(C[C@@H]1C[C@H]2c3cc(NC(=O)Nc4ccccc4)ccc3O[C@H]2[C@@H](CO)O1)NCc1ccccc1 | -5.5
CC=Cc1ccc2n(c1=O)C[C@H]1[C@H](CO)[C@@H](C(=O)OC)[C@@H]2N1S(=O)(=O)c1ccccc1C (mixture of isomers) | -1.6
CC(C)NC(=O)Nc1cccc2c1O[C@@H](CN(C)C(=O)Nc1ccc(C(F)(F)F)cc1)[C@@H](C)CN([C@@H](C)CO)C2=O | 2.6
C[C@H](C(=O)N(C)C[C@H]1OCc2ccccc2-c2ccccc2C(=O)N([C@@H](C)CO)C[C@@H]1C)c1ccccc1 | -0.5
Cc1ccc(S(=O)(=O)N(C)C[C@H]2OCCCC[C@H](C)Oc3ccc(NS(=O)(=O)c4ccccc4)cc3C(=O)N([C@H](C)CO)C[C@@H]2C)cc1 | -4.6
C/C=C/c1ccc2c(c1)O[C@@H](CN(C)C(=O)Nc1ccccc1)[C@@H](C)CN([C@H](C)CO)S2(=O)=O | 29
Cn1cnc(S(=O)(=O)N2CC[C@@H]3[C@H]2c2cc(-c4ccc(F)cc4)ccc2N[C@@H]3CO)c1 | 0.5

Other results follow:
SMILES	BioA inh
Cc1ccc(-c2ccc([C@H]3[C@H]4CN(S(=O)(=O)c5cccc(C)c5)CCCCN4[C@H]3CO)cc2)cc1	-4.8
C[C@H]1CN([C@@H](C)CO)C(=O)c2cccc(NC(=O)c3nc4ccccc4s3)c2O[C@H]1CN(C)C(=O)Nc1ccc(C(F)(F)F)cc1	0.4
Cc1ccc(S(=O)(=O)N(C)C[C@@H]2Oc3ccc(NC(=O)CCCN(C)C)cc3C(=O)N([C@H](C)CO)C[C@H]2C)cc1	-0.5
C[C@H](CO)N1C[C@H](C)[C@H](CN(C)Cc2ccc(C(=O)Nc3ccccc3N)cc2)Oc2ccc(N(C)C)cc2C1=O	-0.5
Cc1ccc(S(=O)(=O)Nc2ccc3c(c2)C(=O)N([C@H](C)CO)C[C@H](C)[C@@H](CN(C)S(C)(=O)=O)OCCCC[C@H](C)O3)cc1	0.5
C[C@@H]1CN([C@H](C)CO)C(=O)c2cccc(NS(=O)(=O)c3ccccc3)c2O[C@@H]1CN(C)Cc1ccc(Oc2ccccc2)cc1	2.0
C[C@@H]1CN([C@H](C)CO)S(=O)(=O)c2ccc(/C=C/c3ccccc3)cc2O[C@@H]1CN(C)C(=O)CN1CCOCC1	-0.7
Cc1noc(C)c1NC(=O)Nc1ccc2c(c1)CC(=O)N([C@@H](C)CO)C[C@@H](C)[C@@H](CN(C)Cc1ccc3c(c1)OCO3)O2	2.4
CCCC(=O)Nc1ccc2c(c1)OC[C@H](C)N(CCC)C[C@H](C)[C@@H](OC)CN(C)C2=O	-0.8
O=C(C[C@@H]1CC[C@H](NC(=O)c2cnccn2)[C@@H](CO)O1)NCc1ccccc1F	-1.2
C[C@@H]1CN([C@H](C)CO)C(=O)c2cc(C#Cc3ccncc3)cnc2O[C@@H]1CN(C)S(=O)(=O)c1ccccc1F	1.0
C[C@@H]1CCCCO[C@@H](CN(C)Cc2ccccc2)[C@H](C)CN([C@@H](C)CO)C(=O)c2cc(NC(=O)Nc3ccc(C(F)(F)F)cc3)ccc2O1	-1.4
C[C@@H]1CN([C@H](C)CO)C(=O)CCCn2cc(nn2)CO[C@@H]1CN(C)Cc1cccc(O)c1	-0.8
COCC(=O)N1CC[C@@H]2[C@@H](CO)Nc3ccc(-c4ccc(C#N)cc4)cc3[C@@H]21	0.9
O=C(C[C@H]1CC[C@H]2[C@@H](COC[C@@H](O)CN2C(=O)c2ccccn2)O1)NC1CCC1	-1.8
COc1ccc(CN(C)C[C@H]2Oc3ccc(NC(=O)C4CC4)cc3CC(=O)N([C@@H](C)CO)C[C@@H]2C)cc1	0.8
C[C@@H]1CN([C@@H](C)CO)C(=O)c2cccc(NC(=O)c3ccncc3)c2O[C@@H]1CN(C)Cc1ccc2c(c1)OCO2	-0.6
Cc1cccc(CN(C)C[C@@H]2OCc3cnnn3CCCC(=O)N([C@@H](C)CO)C[C@@H]2C)c1	1.0
COc1ccc(NC(=O)N[C@H]2CC[C@H](CCNS(=O)(=O)c3cccc(Cl)c3)O[C@@H]2CO)cc1	1.0
Cc1ccc(S(=O)(=O)Nc2ccc3c(c2)C(=O)N([C@@H](C)CO)C[C@H](C)[C@@H](CN(C)Cc2ccc(C(=O)O)cc2)OCCCC[C@H](C)O3)cc1	1.0
CC(C)NC(=O)Nc1cccc2c1O[C@H](CN(C)C(=O)Nc1ccc(F)cc1)[C@H](C)CN([C@@H](C)CO)C2=O	-0.3
O=C(C[C@@H]1CC[C@@H](NS(=O)(=O)c2ccc(F)cc2)[C@H](CO)O1)NC1CCC1	-1.5
Cc1ccc(S(=O)(=O)N(C)C[C@H]2Oc3c(NC(=O)Nc4ccc(F)cc4)cccc3C(=O)N([C@H](C)CO)C[C@H]2C)cc1	1.6
C[C@H]1CCCCO[C@H](CN(C)C)[C@@H](C)CN([C@@H](C)CO)C(=O)c2cc(NC(=O)Cc3ccccc3)ccc2O1	-2.6
CNC(=O)C[C@@H]1CC[C@H]2[C@@H](COC[C@H](O)CN2Cc2ccncc2)O1	1.3
(cont.)
SMILES	BioA inh
C[C@@H]1CCCCO[C@H](CN(C)C(=O)Nc2ccccc2)[C@@H](C)CN([C@H](C)CO)C(=O)c2cc(NC(=O)c3ccncc3)ccc2O1	0.8
CCCc1cn(CC[C@@H]2CC[C@@H](NC(=O)Nc3ccccc3F)[C@@H](CO)O2)nn1	1.3
C/C=C/c1ccc2c(c1)O[C@H](CN(C)C)[C@@H](C)CN([C@@H](C)CO)S2(=O)=O	2.2
C[C@@H](NC(=O)C[C@H]1CC[C@H](NS(=O)(=O)c2cccc(F)c2)[C@@H](CO)O1)c1ccccc1	-0.6
C[C@H](CO)N1C[C@H](C)[C@H](CN(C)S(=O)(=O)c2ccc(Cl)cc2)Oc2ccc(NS(=O)(=O)c3ccc(F)cc3)cc2C1=O	-0.1
N#C[C@@H]1[C@@H](c2ccc(C#CC3CCCCC3)cc2)[C@H](CO)N1C(=O)Cc1ccccn1	3.2
CN1[C@H](CO)[C@H]2c3ccccc3N(C(=O)Nc3cc(F)ccc3F)C[C@H]21	-0.6
Cc1ccc(S(=O)(=O)N[C@@H]2CC[C@H](CC(=O)NCCc3ccncc3)O[C@@H]2CO)cc1	-5.3
C[C@@H]1CN([C@@H](C)CO)C(=O)c2cc(NS(=O)(=O)c3ccc(F)cc3)ccc2O[C@@H](C)CCCCO[C@@H]1CN(C)Cc1ccc(C(F)(F)F)cc1	1.3
CC(C)NC(=O)Nc1ccc2c(c1)C(=O)N(C)[C@@H]1CC[C@H](CC(=O)NCC3CCCCC3)O[C@H]1CO2	-2.2
COC(=O)[C@H]1[C@H](CO)[C@H]2Cn3c(ccc(-c4cccc(OC)c4)c3=O)[C@@H]1N2C(=O)c1ccccc1F	-0.6
CO[C@@H]1CN(C)C(=O)c2ccc(NC(=O)Nc3ccccc3)cc2OC[C@@H](C)N(C(=O)Nc2c(C)noc2C)C[C@@H]1C	0.0
N#C[C@@H]1[C@H](c2ccc(C#Cc3ccc(F)cc3)cc2)[C@@H](CO)N1C(=O)Nc1ccc(F)cc1	-1.9
CNC(=O)C[C@@H]1CC[C@H]2[C@H](COc3ccc(NC(=O)c4cccc(F)c4)cc3C(=O)N2C)O1	4.8&3.0
C[C@@H]1CCCCO[C@@H](CN(C)S(=O)(=O)c2ccc(Cl)cc2)[C@H](C)CN([C@@H](C)CO)C(=O)c2cc(NC(=O)c3ccncc3)ccc2O1	-0.2
Cc1ccc(S(=O)(=O)N(C)C[C@H]2OCCCC[C@@H](C)Oc3ccc(NC(=O)c4ccncc4)cc3C(=O)N([C@H](C)CO)C[C@@H]2C)cc1	0.3
C[C@H]1CCCCO[C@@H](CN(C)C(=O)Nc2ccc3c(c2)OCO3)[C@@H](C)CN([C@@H](C)CO)C(=O)c2cc(NS(=O)(=O)c3ccc(F)cc3)ccc2O1	2.2
C[C@@H]1CN([C@H](C)CO)C(=O)c2cc(NC(=O)C3CCCCC3)ccc2O[C@@H](C)CCCCO[C@H]1CN(C)Cc1ccccc1	-2.5
Cc1noc(C)c1NC(=O)Nc1ccc2c(c1)C(=O)N([C@H](C)CO)C[C@@H](C)[C@@H](CN(C)C(=O)Nc1c(C)noc1C)O2	2.0
C[C@@H]1CN([C@H](C)CO)S(=O)(=O)c2ccc(C#C[C@@H](C)O)cc2O[C@H]1CN(C)CC1CC1	-2.1
C[C@H](CO)N1C[C@H](C)[C@@H](CN(C)C)Oc2cc(-c3cccc(C#N)c3)ccc2S1(=O)=O	-0.8
Cc1noc(C)c1S(=O)(=O)Nc1ccc2c(c1)C(=O)N([C@H](C)CO)C[C@@H](C)[C@@H](CN(C)S(=O)(=O)c1ccc(Cl)cc1)OCCCC[C@@H](C)O2	-2.7
CNC[C@@H]1Oc2cc(-c3cccc(C(=O)N(C)C)c3)ccc2S(=O)(=O)N([C@@H](C)CO)C[C@H]1C	-2.5
COc1ccc(CN(C)C[C@@H]2OCCCC[C@@H](C)Oc3ccc(NS(=O)(=O)c4cn(C)cn4)cc3C(=O)N([C@H](C)CO)C[C@@H]2C)cc1	-1.3
C[C@@H]1CN([C@H](C)CO)C(=O)c2cc(NS(=O)(=O)c3cccs3)ccc2O[C@@H](C)CCCCO[C@@H]1CN(C)S(=O)(=O)c1cccs1	-1.1
C[C@H](CO)N1C[C@H](C)[C@H](CN(C)C(=O)C2CCC2)Oc2cc(C#CC(C)(C)O)ccc2S1(=O)=O	2.6
N#Cc1ccc(-c2ccc3c(c2)[C@@H]2[C@@H](CCN2C(=O)C2CCCCC2)[C@H](CO)N3)cc1	1.8
COCCNC(=O)C[C@@H]1CC[C@H]2[C@H](COc3ccc(NC(=O)Nc4cccc(F)c4)cc3C(=O)N2C)O1	24

Source: PubChem
